Screening results deposited in PubChem BioAssay by Sanford-Burnham Center for Chemical Genomics.
H9c2 TAG inh – triacylglycerol accumulation inhibition; H9c2 cells, Nile Red lipid (TAG) fluorescence; cells loaded with 200 µM oleic acid; inhibition, % at 12.5 µM; hit rate 0.66% among 230,000; AID 651582;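 active = pattern-corrected inhibition of lipid staining of at least 50% with the nuclear-stain viability signal not falling by more than 50%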;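 also: 0% = DMSO wells and 100% = triacsin C control wells; some results filed as inactive read as strong as hits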
H9c2 TAG inh DAPI viability – further read-out of H9c2 TAG inh, marked with its call; DAPI nuclei signal change (viability), lower = more cytotoxic, %;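 whole-well DAPI fluorescence read on a plate reader as a viability signal; minus 50 percent equals half of cells still viable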
* hit, by the source's call; & = joins results of further samples.

SMILES	H9c2 TAG inh	H9c2 TAG inh DAPI viability
CCCOc1ccc(Oc2nc(-c3ccncc3)nc3ccccc23)cc1	6	13
CCN1CCN(Cc2ccc(NC(=O)c3ccc(C)c(NC(=O)C[C@@H]4NC(=O)[C@H](Cc5ccccc5)NC4=O)c3)cc2C(F)(F)F)CC1	6&14	9&1
CCC(c1nnnn1Cc1ccco1)N(CCc1ccccc1)Cc1cc2ccc(OC)cc2[nH]c1=O (configuration not stated)	-5	3
COc1cccc(/C=c2/s/c(=C(\C#N)C(=O)N3CCOCC3)n(-c3ccccc3)c2=O)c1	-6	4
COc1cc(C(=O)NCC(=O)N/N=C(C)\C=C\c2ccccc2)cc(OC)c1OC	0	9
O=C(/C=C/c1ccccc1)N1CCN(CC(O)COc2ccccc2)CC1 (configuration not stated)	1	1
CC1(C)CC(=O)C(C=NCCCN2CCOCC2)=C(O)C1	25	-4
CCCCN(CCCC)C(=O)C1(P(=O)(c2ccccc2)c2ccccc2)CCC1	16	-3
COc1ccc(CC(C#N)(CO)c2nc3ccccc3[nH]2)cc1 (configuration not stated)	-12	7
CC(C)c1ccc(N(CCc2ccccn2)C(=O)C(C)(C)C)cc1	-6	-2
C[C@@H]1CN([C@@H](C)CO)S(=O)(=O)c2ccc(-c3cccc(C#N)c3)cc2O[C@@H]1CN(C)C(=O)c1ccc(F)cc1	3	-9
O=C(Nc1ccccc1)OCCNC(=O)c1ccccc1	-1	-2
COc1cc(C(=O)NC2=NCCS2)cc(OC)c1OC	1	1
Cn1c(NC(=O)c2cccs2)cc(=O)n(C)c1=O	-57	4
CCCC(C)C(=O)OCC(=O)NCc1ccc(OC)c(OC)c1 (configuration not stated)	5	-6
CCOc1ccc(NC(=O)CN(C)C(=O)C(C)N2C(=O)c3ccccc3C2=O)cc1OCC (configuration not stated)	2	-1
COc1ccc(CC(=O)n2nc(-c3ccccc3)nc2NCc2ccco2)cc1	18	17
Cc1ccc(C)c(NC(=S)NCC(c2ccccc2)N(C)C)c1 (configuration not stated)	-9	1
CC(=O)NS(=O)(=O)c1ccc(NC(=O)COc2cccc3c2OC(C)(C)C3)cc1	-1	-2
COc1cccc(C(=O)NC(=O)Nc2cc(C)[nH]n2)c1	6	-2
CCc1nc2c(OCc3cccc(Cl)c3)cccn2c1N(C)C(=O)C1CC1	-3	-12
CCn1c(CC(=O)Nc2ccc(C)cc2)nnc1SCC(=O)N1CCN(c2ccccc2)CC1	6	-16
COCC(=O)N(C)c1nnc(-c2cnccn2)s1	-9	7
CCOc1ccc(NC(=O)COc2ccc(C(=O)NCc3cccnc3)cc2OC)cc1	12	-5
CCOc1cc(C(=O)NCc2ccccc2)ccc1OCC(=O)N1CCCCC1	0	-8
Cc1cc(OCC(=O)N(Cc2ccco2)c2c(N)n(Cc3ccccc3)c(=O)[nH]c2=O)ccc1Cl	-1	7
O=C(Cc1ccccc1)Nc1ccccc1CO	-4	-9
CCOc1ccc(CNC2CCCc3ccccc32)cc1 (configuration not stated)	-6	15
CCN1C(=O)[C@H]2[C@@H](c3ccc(-c4ccccc4)c(OC)c3)N[C@@](Cc3ccccc3)(C(=O)OC)[C@H]2C1=O	-10	1
CC(C)(CNC(=O)c1sc2cc(F)ccc2c1Cl)N1CCOCC1	-6	8

23 entries from above, with two lines to a compound:
Fields – H9c2 TAG inh, H9c2 TAG inh DAPI viability
- COc1cc(C(=O)NCC(=O)N/N=C(C)\C=C\c2ccccc2)cc(OC)c1OC
    0, 9
- O=C(/C=C/c1ccccc1)N1CCN(CC(O)COc2ccccc2)CC1 (configuration not stated)
    1, 1
- CC1(C)CC(=O)C(C=NCCCN2CCOCC2)=C(O)C1
    25, -4
- CCCCN(CCCC)C(=O)C1(P(=O)(c2ccccc2)c2ccccc2)CCC1
    16, -3
- COc1ccc(CC(C#N)(CO)c2nc3ccccc3[nH]2)cc1 (configuration not stated)
    -12, 7
- CC(C)c1ccc(N(CCc2ccccn2)C(=O)C(C)(C)C)cc1
    -6, -2
- C[C@@H]1CN([C@@H](C)CO)S(=O)(=O)c2ccc(-c3cccc(C#N)c3)cc2O[C@@H]1CN(C)C(=O)c1ccc(F)cc1
    3, -9
- O=C(Nc1ccccc1)OCCNC(=O)c1ccccc1
    -1, -2
- COc1cc(C(=O)NC2=NCCS2)cc(OC)c1OC
    1, 1
- Cn1c(NC(=O)c2cccs2)cc(=O)n(C)c1=O
    -57, 4
- CCCC(C)C(=O)OCC(=O)NCc1ccc(OC)c(OC)c1 (configuration not stated)
    5, -6
- CCOc1ccc(NC(=O)CN(C)C(=O)C(C)N2C(=O)c3ccccc3C2=O)cc1OCC (configuration not stated)
    2, -1
- COc1ccc(CC(=O)n2nc(-c3ccccc3)nc2NCc2ccco2)cc1
    18, 17
- Cc1ccc(C)c(NC(=S)NCC(c2ccccc2)N(C)C)c1 (configuration not stated)
    -9, 1
- CC(=O)NS(=O)(=O)c1ccc(NC(=O)COc2cccc3c2OC(C)(C)C3)cc1
    -1, -2
- COc1cccc(C(=O)NC(=O)Nc2cc(C)[nH]n2)c1
    6, -2
- CCc1nc2c(OCc3cccc(Cl)c3)cccn2c1N(C)C(=O)C1CC1
    -3, -12
- CCn1c(CC(=O)Nc2ccc(C)cc2)nnc1SCC(=O)N1CCN(c2ccccc2)CC1
    6, -16
- COCC(=O)N(C)c1nnc(-c2cnccn2)s1
    -9, 7
- CCOc1ccc(NC(=O)COc2ccc(C(=O)NCc3cccnc3)cc2OC)cc1
    12, -5
- CCOc1cc(C(=O)NCc2ccccc2)ccc1OCC(=O)N1CCCCC1
    0, -8
- Cc1cc(OCC(=O)N(Cc2ccco2)c2c(N)n(Cc3ccccc3)c(=O)[nH]c2=O)ccc1Cl
    -1, 7
- O=C(Cc1ccccc1)Nc1ccccc1CO
    -4, -9

More results follow.
SMILES	H9c2 TAG inh	H9c2 TAG inh DAPI viability
CN1CCC(C2(O)c3ccccc3CSc3sccc32)CC1 (configuration not stated)	12	-10
COc1cccc(-c2nn(-c3ccccc3)cc2/C=C(/NC(=O)c2ccccc2)C(=O)O)c1	-11	8
O=C(COc1ccc(Cl)cc1)N1N=C(c2cccs2)CC1c1ccco1 (configuration not stated)	-5	8
CC(C)NC(=O)COC(=O)c1cc(F)c(F)cc1Cl	-12	0
Cc1ccn2c(Cc3ccccc3)c(-c3ccc(F)cc3)nc2c1	-16	5
S=C(Nc1ccc(Br)cc1)N1CCn2cccc2C1c1cccnc1 (configuration not stated)	-8	-8
FC(F)(F)c1ccccc1-n1c(-c2cnccn2)n[nH]c1=S	12	-17
O=C(OCC(=O)N1CCCc2ccccc21)c1ccccc1OC(F)F	5	-4
O=C(Nc1ccc(F)c([N+](=O)[O-])c1)C(=O)c1c(O)[nH]c2ccccc12	-3	-2
O=C(COC(=O)C1COc2ccccc2O1)NC1CCCCC1 (configuration not stated)	-3	2
Cc1ccc2[nH]c(=O)c(CN(Cc3ccco3)C(=O)N3CCOCC3)cc2c1	9	7
c1ccc2oc(NC3=NCN(C4CCCCC4)CN3)nc2c1	-4	12
CC(=O)c1ccc(N2CCCCC2)c(F)c1	-4	1
CCC(CC)C(=O)Nc1cccc(C(=O)NC(C)(C)C)c1	-11	12
CCC(c1nnc(SCc2nc3ccccc3s2)n1Cc1ccccc1)N(C)C (configuration not stated)	12	-10
O=C(Nc1ccccc1)c1ccc(S(=O)(=O)NCc2ccco2)cc1	-3	-2
CCCCN(C(=O)c1cccs1)c1c(N)n(Cc2ccccc2)c(=O)[nH]c1=O	12	-3
COc1ccc(C2C3=C(CC(C)(C)CC3=O)Nc3cc4c(cc32)OCO4)cc1 (configuration not stated)	1	6
COCCN(C(=O)CSc1nnc(Nc2ccc(C)cc2)s1)c1c(N)n(CC(C)C)c(=O)[nH]c1=O	1	2
COc1cc(OC)c(C(=O)OCC(=O)NC2CCCCCCC2)cc1OC	-14	-5
C[C@H](CO)N1C[C@H](C)[C@@H](CN(C)C(=O)C2CCOCC2)Oc2ncc(Br)cc2C1=O	4	-9
COCCOC(=O)c1sc2nc[nH]c(=O)c2c1C	11	-9
Cc1ccc(NC(=O)C(=O)NCC2CCCN2S(=O)(=O)c2cccs2)cc1 (configuration not stated)	-5	-1
O=C(NCc1ccccc1)C1=C[C@H](c2ccc(Br)cc2)C[C@H](OCCCCO)O1	9	-8
CN1C2CCC1CC(NC(=O)CSc1ccc(C(C)(C)C)cc1)C2 (configuration not stated)	13	-5
CN1CCC(OC(=O)COc2ccc(Cl)cc2Cl)CC1	0	2
CC(C)N1CCc2c(sc(NC(=O)C3CCCCC3)c2C(N)=O)C1	15	0
Cc1nn2c(SCC(=O)c3cccs3)cc(C(C)(C)C)nc2c1-c1ccccc1	-25	-3
COc1ccc(CN(CC2CCC(C(=O)O)CC2)C(=S)Nc2cccc(C)c2)cc1 (configuration not stated)	6	0
CCC(=O)OC1CSc2nc3ccccc3n2C1 (configuration not stated)	-2	0
Cc1occc1C(=O)N/N=C/C=C/c1ccc(N(C)C)cc1	-29	7
c1ccc(Sc2ccccn2)cc1	4	6
CCc1nnc(NC(=O)CSc2nnc(-c3ccoc3C)n2CC(C)C)s1	-1	-5
O=c1[nH]c(SCc2ccc(OC(F)(F)F)cc2)nc2c1CCC2	16	-7
COc1ccc(S(=O)(=O)NCCC(=O)OCc2cc(=O)oc3cc(C)ccc23)cc1[N+](=O)[O-]	-6	-1
CCCOP(=O)(c1ccc(N(C)C)cc1)C(O)c1ccccc1OC (configuration not stated)	-28	9
CCOC(=O)N1CCN(C(=O)CSc2nnc(CNC(=O)c3c(F)cccc3Cl)o2)CC1	4	-5
Cc1ccc(NC(=S)NCc2ccccc2)cc1S(=O)(=O)N1CCCCC1	-43	4
Cc1noc(C)c1COC(=O)CCCNC(=O)c1ccc(Cl)cc1	-14	4
O=C(O)CCCC(=O)OCCCCc1cccs1	-10	1
CCCOc1ccc(N2C(=O)CC(N3CCN(c4nc5ccccc5s4)CC3)C2=O)cc1 (configuration not stated)	-4	-10
C=CC(n1cncn1)C(O)(c1ccccc1)c1ccccc1 (configuration not stated)	-14	-1
COC(=O)N1C(=O)[C@](c2ccccc2)(C(C)C)N1C(=O)OC	-19	2
COc1ccc(C2C(C#N)=C(N)Oc3cc(C)n(Cc4ccco4)c(=O)c32)cc1 (configuration not stated)	1	-2
COc1ccccc1N1CCN(/N=C/c2cccc(O)c2)CC1	-11	25
CC(=O)Nc1sc(N/N=C\c2ccc(O)cc2)nc1-c1cccs1	6	69
Cc1ccc(NC(=O)CSc2ccc3c(c2)OCCO3)nc1	-12	4
OC(CNC1CCCCC1)CON=C1CCSc2c(Cl)cccc21 (configuration not stated)	-9	12
CO/N=C(/CNC(=O)c1cccc(Cl)c1)c1ccc(Cl)cc1	-9	-3
CNc1ncnc2c1ncn2[C@H]1CN(Cc2ccc(F)cc2)C[C@@H](CO)O1	7	-15
(continued)
SMILES	H9c2 TAG inh	H9c2 TAG inh DAPI viability
Cc1ccc(OCC(=O)NC2CCS(=O)(=O)C2)c(C)c1 (configuration not stated)	2	1
CCC1(CC)C(=O)NC(=O)NC1=Nc1cccc(OC)c1	17	-3
Cc1cccc(N2CCN(Cc3cn(C)nc3-c3ccccc3F)CC2)n1	38	-20
O=C(O)c1cccc(COc2ccc3c(c2)CCC3)c1	-10	5
CCN(CC)S(=O)(=O)c1ccc(N2CCCC2)c(NC(=O)c2nn(C)c(=O)c3ccccc23)c1	-26	5
O=[N+]([O-])c1cccc(-n2cc3ccc([N+](=O)[O-])cc3n2)c1	5	-1
COc1ccc(CNC(=O)Cn2cncn2)cc1OC	8	-14
Cc1c(NS(=O)(=O)c2cc(C(=O)NC(C)c3ccccc3)ccc2Cl)c(=O)n(-c2ccccc2)n1C (configuration not stated)	3	-4
Cc1cccc(NC(=O)NNC(=O)COc2ccc3ccccc3c2)c1	7	-6
COc1ccc(C2C(C(=O)NC(C)C)c3ccccc3C(=O)N2C)cc1OC (configuration not stated)	-4	7
COc1ccccc1CCNC(=O)C(=O)NCCC1CCCCN1S(=O)(=O)c1cccs1 (configuration not stated)	-15	3
COCCCNC(=O)Cn1c(=O)n(Cc2ccc(F)cc2)c(=O)c2sccc21	8	-1
CCOc1ccc(S(=O)(=O)N2CCC(C(=O)OC(C)C(=O)NC3CCCCC3C)CC2)cc1 (configuration not stated)	0	3
COc1cccc(NC(=O)Cn2c(=O)n(-c3ccccc3)c(=O)c3sccc32)c1	-3	2
O=C(CSc1nnc2n1CCCCC2)NCc1ccccc1	10	-6
Cc1ccccc1-c1nc(CS(=O)(=O)CC(=O)NCCCN2CCCC2)c(C)o1	15	8
Cn1c(=O)c2c(nc(SCC(=O)O)n2Cc2cccc(C(F)(F)F)c2)n(C)c1=O	2	-1
O=S(=O)(Nc1cccc2cn[nH]c12)c1ccc(F)cc1	-21	-2
Cn1cnnc1SCC(=O)N1CCC(Cc2ccccc2)CC1	-4	2
Cn1c(=O)c2cn3c(c2n(C)c1=O)C(c1ccccc1)CC(c1ccccc1)=N3 (configuration not stated)	-11	-3
O=[N+]([O-])c1ccc(N2CCN(C(=S)NC3CCCCC3)CC2)cc1	-129	8
COc1ccc(-c2nnc(N3CCOCC3)c3ccccc23)cc1	-5	0
CCN(Cc1cc(=O)n2ccsc2n1)Cc1nc2cc(OC)c(OC)cc2c(=O)[nH]1	-5	-1
COC(=O)N/N=C/c1cccc(OC(=O)c2ccc3c(c2)OCO3)c1	-9	5
Cc1cc(=O)oc(C)c1C(=O)NC12CC3CC(CC(C3)C1)C2	-10	3
O=C(Nc1ncnc2c1C(c1ccccc1)c1c(ccc3ccccc13)O2)c1ccccc1 (configuration not stated)	31	-7
O=C(CCNS(=O)(=O)c1cccc2nsnc12)N1CCc2ccccc21	-2	-1
COc1cccc(C2/C(=C(\O)c3ccc4c(c3)OCCO4)C(=O)C(=O)N2CCN(C)C)c1 (configuration not stated)	-3	-5
COc1ccc(CCNC(=O)c2cc(C(C)C)on2)cc1OC	-18	-6
CCOC(=O)N1CCN(S(=O)(=O)c2cc(Br)cc3c2N(C(=O)CC)CC3)CC1	3	-8
Cc1ccccc1NC(=O)COC(=O)c1cc[n+]([O-])cc1	2	-2

Only part of the results is shown; the hit share may differ from the screen's.
